# Screens from PubChem BioAssay.
# NPY-Y2 PAM-ag = potentiates or activates human NPY-Y2 receptor; cells expressing NPY-Y2, potentiator/agonist read-out; P49146; activation, % at 3.6 µM; 0.45% of 220,000 active; AID 1359; in the data active = activation above about 27%;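 note: cells stimulated with NPY near EC25 plus isoproterenol at EC100; 0% = vehicle plus submaximal agonist and 100% = vehicle plus saturating agonist; some results beyond the cut were filed as inactive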
# Target sequence (P49146 whole entry, looked up): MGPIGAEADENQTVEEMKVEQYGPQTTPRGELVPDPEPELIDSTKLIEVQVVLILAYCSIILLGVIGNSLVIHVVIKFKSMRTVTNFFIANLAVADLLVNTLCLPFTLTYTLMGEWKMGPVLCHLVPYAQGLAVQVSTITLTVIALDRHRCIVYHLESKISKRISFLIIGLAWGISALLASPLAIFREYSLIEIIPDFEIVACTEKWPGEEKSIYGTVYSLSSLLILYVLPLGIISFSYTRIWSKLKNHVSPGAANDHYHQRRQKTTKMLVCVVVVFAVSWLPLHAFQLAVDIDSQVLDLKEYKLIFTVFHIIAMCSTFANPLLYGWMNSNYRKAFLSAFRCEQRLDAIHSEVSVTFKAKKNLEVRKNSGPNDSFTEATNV
# NPY Y1 blocker = NPY-Y1 (human) receptor antagonism | P25929 | 1% of 200,000 active | HEK293-CNG Y1 cells, membrane potential fluorescence; NPY at EC95, then isoproterenol | inhibition, % at 3.6 µM;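 active = inhibition above the campaign mean inhibition of all tested compounds plus 3 SD, cut at about 20% in these data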;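 note: 0% = DMSO wells given NPY plus isoproterenol and 100% = isoproterenol alone without NPY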
#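 Assay system: HEK293 cells with Y1 receptor plus CNG channel | Probe or stimulus: NPY (25 nM), isoproterenol (1 µM), Ro 20-1724 (25 µM) | Timing: Compound incubation 1 h at room temperature, readout 45 min post-stimulation | Measured by: Membrane-potential fluorescent dye readout | Benchmarks: High control isoproterenol alone, low control NPY with isoproterenol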
# EP2 mod = EP2 receptor (human) modulation | P43116 | EP2-expressing cells, cAMP HTRF FRET, PGE2 co-stimulation | induction, % at 25 µM | 0.83% of 260,000 active | AID 940;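 active = compounds whose cAMP rise, as percent of the full-agonist control response, exceeds 60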;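 note: rat C6 glioma line stably carrying human EP2 under a CMV promoter; the protocol text gives 20 µM as final concentration; 100% = response of wells given 1 µM PGE2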
# S1P4 antag = antagonists of human S1P4 receptor. O95977. S1P4-expressing cells, antagonist mode, reporter read-out. inhibition, % at 4.98 µM. 0.26% of 220,000 active. AID 1510; in the data active = inhibition above about 29%;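 note: 0% = wells stimulated with agonist and 100% = vehicle wells without agonist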
# Target sequence (O95977 whole entry, looked up): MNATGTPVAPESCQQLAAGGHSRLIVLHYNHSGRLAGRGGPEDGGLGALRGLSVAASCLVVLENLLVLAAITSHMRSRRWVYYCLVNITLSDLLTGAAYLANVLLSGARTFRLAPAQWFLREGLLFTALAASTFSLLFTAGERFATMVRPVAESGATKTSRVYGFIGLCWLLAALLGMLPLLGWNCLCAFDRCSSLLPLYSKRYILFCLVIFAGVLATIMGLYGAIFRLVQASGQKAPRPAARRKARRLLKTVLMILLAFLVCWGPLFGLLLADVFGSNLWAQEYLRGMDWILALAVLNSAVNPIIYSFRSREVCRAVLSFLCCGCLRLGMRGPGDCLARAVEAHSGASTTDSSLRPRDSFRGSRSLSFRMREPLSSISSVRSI
# p97 ATPase inh = blocks human p97 ATPase activity; P55072; recombinant p97 ATPase, Kinase-Glo ATP luminescence, 3 h; inhibition, % at 8 µM; 0.42% of 220,000 active; AID 1481; in the data active = inhibition above about 15%;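 note: 0% = DMSO vehicle and 100% = wells lacking enzyme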
# S1P4 ag = agonists of human S1P4 receptor; activation, % at 4.98 µM; O95977; 0.35% of 220,000 active; AID 1509; S1P4-expressing cell line, agonist reporter assay; in the data active = activation above about 11%;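 note: 0% = DMSO vehicle and 100% = reference agonist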
# NPY-Y1 PAM-ag = potentiators or agonists of human neuropeptide Y receptor Y1; NPY-Y1 expressing cells, potentiator/agonist activation; activation, % at 3.6 µM; 0.37% of 220,000 active; in the data active = activation above about 33%, passing the limit was not always enough;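 note: cells stimulated with NPY at EC10 then isoproterenol at EC100; 0% = low agonist plus stimulus and 100% = saturating agonist plus stimulus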
# eIF4E-4G inh = eIF4E/eIF4G interaction inhibition in translation initiation; TR-FRET eIF4E-eIF4GI(517-606) binding, 2 h; inhibition, % at 21.7 µM; 0.37% of 220,000 active; AID 782;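 active = inhibition above about 30%, limit read from the data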;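 note: 0% = full FRET control wells and 100% = background wells lacking eIF4GI fragment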
# PGE2 EP2 inh = EP2 receptor (human) inhibition. 0.52% of 260,000 active. C6 glioma cells expressing human EP2, cAMP TR-FRET; cells stimulated with saturating PGE2. inhibition, % at 25 µM. P43116;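 active = percent inhibition above 40 after rounding to a whole number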;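 note: rat C6 glioma host cells with rolipram phosphodiesterase inhibitor present; the protocol text gives 20 µM as final concentration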
# Active calls of the source: *; · = not tested or not shown; & = joins results of further samples; [ ] = dose if it differs, or a comment.
SMILES,NPY-Y2 PAM-ag,NPY Y1 blocker,EP2 mod,S1P4 antag,p97 ATPase inh,S1P4 ag,NPY-Y1 PAM-ag,eIF4E-4G inh,PGE2 EP2 inh
CSC(=NC(C)c1ccccc1)NS(=O)(=O)c1cccs1 (stereo unspecified),7,8,12,-16,-2,3.6,10,3,4
COc1ccc(NC(=O)C=C(C)C)cc1Cl,-20,0,-5,22,-3,0.9,-16,3,11
CCN(CC)C(=O)Cn1cc(SCC(=O)NC)c2ccccc21,10,0,-3,4,5,-0.7,14,-1,7
C[C@@H](C(=O)N1CCN(C(=O)OC(C)(C)C)CC1)n1cc(CCCN=C(NC(=O)OC(C)(C)C)NC(=O)OC(C)(C)C)nn1,6,0,7,-15,-2,-0.3,12,-5,9
CC(=O)Nc1ccc(CN2CCCCCCC2)cc1,7,4,25,3,3,0.4,10,-1[fluorescence artefact?],7
CN(C)c1ccc(NS(=O)(=O)c2cccc(Cl)c2)cc1,-3,4,-23,-2,2,1.2,10,18,2
CC(C)CN1C(=O)C(=O)N(CC(=O)NCc2ccc3c(c2)OCO3)C1=O,1,7,27,-5,2,-1.1,-8,-11[fluorescence artefact?],·
O=C(CSc1ccc2c(c1)OCCO2)Nc1ccc(Cl)cn1,-10,12,-2,7,2,-2.6,-16,4,15
COc1ccc(Cn2ccnc2)cc1[N+](=O)[O-],-12,0,21,-17,5,12*,-23,3,11
Nc1cc(N2CCCC2)c(Cl)cc1[N+](=O)[O-],-2,2,-24,-4,-5,0.3,3,-4,6
CC(C)[C@H](NS(=O)(=O)c1ccc2c(c1)OCCO2)C(=O)OCC(=O)Nc1ccccc1,-3,-2,-16,-13,4,-1.6,-22,-1,4
Cc1cc2ncc(-c3ccc(Cl)cc3)cn2n1,-5,1,-1,-25,1,1.4,6,2,0
COC(=O)c1ccccc1NC(=O)CSc1nnnn1C,0,6,1&21,4,1,-2.7,7,0,11&10
CCCN1Cc2cccc(C(=O)NC(CC(=O)OCC)c3ccc(OC(C)C)cc3)c2C1=O (stereo unspecified),-8,7,32,-4,-3,-0.7,5,0,5
COc1cc(/C=C/C(=O)OCC(=O)NCc2cccs2)ccc1OC(F)F,-8,5,-31,-10,-1,-0.8,15,3,13
Cc1cccc(C(=O)N2c3ccccc3C(=O)OC2c2ccc3c(c2)OCO3)c1 (stereo unspecified),0,6,21,-19,-1,0.2,3,-1,·
Cc1ccccc1NC(=O)CN(C)S(=O)(=O)c1cccc2cccnc12,6,1,-21,-2,0,0.5,5,-1,11
CCC(=O)N1CCN(c2ccc(NC(=O)c3ccc4c(c3)OCO4)cc2)CC1,1,0,-9&-6,-12,5,-1.9,-3,9,10&10
Cc1nnc(Cl)c2nn(-c3ccccc3)c(C)c12,-3,0,7,-15,4,0.3,10,-2,4
COc1ccc(N(C(C)C(=O)NC2CCCCCC2)S(C)(=O)=O)cc1 (stereo unspecified),2,7,16,-19,2,0.3,-4,-15,8
CCCCN(NC(C)=O)c1nc(Cl)nc(NC(C)C)n1,-12,8,3,0,1,1.4,-6,-8,6
CCOc1cc(NC(=S)NCC2CCCO2)c(OCC)cc1NC(=O)c1ccc(C)cc1 (stereo unspecified),-18,1,12,-12,-2,0.2,-31,8,5
CCc1nc2sc3c(Cl)ncnc3c2c2c1CCCC2,-2,·,34,5,7,1.4,4,-2,9
Nc1nc(F)cc(N2CCCCCC2)n1,4,1,1,-6,9,1.3,4,-4,4
Cn1c(=O)[nH]c(=O)c2c1nc(N(CCO)Cc1ccccc1)n2Cc1ccccc1Cl,9,5,23,-19,2,-0.9,-2,4,3
CCCCC(=O)Nc1ccc(C(=O)NNC(=S)NC(=O)c2ccco2)cc1,8,-3,-16,-28,5,2.5,6,-3,7
CCCCCc1c(C)nc(NCc2ccccc2)[nH]c1=O,8,-1,12,-4,8,-0.6,-6,2[fluorescence artefact?],3
COc1ccc(Cl)cc1NC(=S)Nc1ccccc1C,7,4,-31,-8,1,1.5,9,-2,1
CCCCCOC(=O)NCC(O)c1ccccc1 (stereo unspecified),11,2,3,-17,-2,2.2,15,-3,2
CC(C)OCCCNC(=O)c1ccccc1Oc1ccccc1,10,6,27,6,-4,-1.5,4,11,4

# S1P4 ag: what is marked active above.
SMILES | NPY-Y2 PAM-ag | NPY Y1 blocker | EP2 mod | S1P4 antag | p97 ATPase inh | S1P4 ag | NPY-Y1 PAM-ag | eIF4E-4G inh
COc1ccc(Cn2ccnc2)cc1[N+](=O)[O-] | -12 | 0 | 21 | -17 | 5 | 12* | -23 | 3

# Fetched one by one from the list above:
SMILES,NPY-Y2 PAM-ag,NPY Y1 blocker,EP2 mod,S1P4 antag,p97 ATPase inh,S1P4 ag,NPY-Y1 PAM-ag,eIF4E-4G inh,PGE2 EP2 inh
CCCCC(=O)Nc1ccc(C(=O)NNC(=S)NC(=O)c2ccco2)cc1,8,-3,-16,-28,5,2.5,6,-3,7
Nc1nc(F)cc(N2CCCCCC2)n1,4,1,1,-6,9,1.3,4,-4,4
CCCCN(NC(C)=O)c1nc(Cl)nc(NC(C)C)n1,-12,8,3,0,1,1.4,-6,-8,6

# (list continues)
SMILES,NPY-Y2 PAM-ag,NPY Y1 blocker,EP2 mod,S1P4 antag,p97 ATPase inh,S1P4 ag,NPY-Y1 PAM-ag,eIF4E-4G inh,PGE2 EP2 inh
O=C(CCCc1c[nH]c2ccccc12)NCc1ccc2c(c1)OCO2,5,5,-56,-2,-5,0.4,-11,1,18
Cc1ccc2nc(-c3ccccc3)c(NC(=O)c3ccco3)n2c1,-1,5,12,-2,2,1.6,-39,4,9
CC(=O)N1CCc2ccc(NC(=O)c3c(-c4c(Cl)cccc4Cl)noc3C)cc21,5,·,3,9,7,1.9,13,2,23
O=C(NCC1CCCO1)c1ccc(NC(=O)C2C3C=CC(C3)C2C(=O)O)cc1 (stereo unspecified),-16,4,14,-7,0,0.8,24,-1,6
O=c1[nH]c(CN2CCc3ccccc32)nc2scc(-c3cccs3)c12,-11,-2,6,0,5,-0.5,7,-1,24
Cc1cc(C)cc(OCCCCCNCCO)c1,6,9,-1,6,7,0.8,-16,-1,7
COc1cccc(C2CC(C(F)(F)F)n3ncc(C(=O)NCC4CCCO4)c3N2)c1 (stereo unspecified),14,1,21&-23,-13,5,0.2,4,-10,16&10
O=C(Nc1cccc(Cl)c1)O/N=C\c1ccncc1,9,-5,-30,-19,5,-1.1,12,-7,4
Cc1cc(Oc2nc3c(C)cccn3c(=O)c2/C=C(\C#N)S(=O)(=O)c2ccc(Cl)cc2)ccc1Cl,-5,-7,4,-5,5,3.3,8,2[fluorescence artefact?],12
CC1(NC(=O)COc2ccccc2-c2ccccc2)CCS(=O)(=O)C1 (stereo unspecified),4,2,16,2,4,1.4,9,3,8
CCc1c(C)nc2cc(-c3ccc(OC)c(OC)c3)nn2c1N1CCC(C)CC1,8,-4,54,9,3,7.0,-1,0[fluorescence artefact?],8
COc1cc2c(cc1NC(=O)c1cc(-c3cccnc3)nc3ccc(C)cc13)oc1ccccc12,-7,3,3,0,1,1.2,6,1,12
CCOc1ccc(OCC)c(NS(=O)(=O)c2ccc3c(c2)n(C)c(=O)c(=O)n3C)c1,6,-2,17,-4,1,0.4,-10,3,4
CC1CCCCN1Cc1c(O)ccc2c(=O)c(-c3nc4ccccc4s3)c(N)oc12 (stereo unspecified),6,-7,-51,1,4,0.5,-15,25,5
O=C(CSc1nnc(-c2ccncc2)n1-c1ccc(F)cc1)NC(=O)NCc1ccco1,5,0,24,-34,2,1.8,-17,7,6
Nc1ncnc(NC2CCS(=O)(=O)C2)c1[N+](=O)[O-] (stereo unspecified),0,·,-9,-10,0,0.3,3,-1,7
S=C(NCc1ccccn1)Nc1ccc(Br)cc1Cl,3,-2,18,-8,-2,-1.4,0,-1,4
CC(=O)Nc1ccc(C(=O)CSc2nnc3scc(-c4ccccc4)n23)cc1,16,-1,18,5,4,-0.6,11,4,10
O=C(COC(=O)CCC(=O)c1ccc(Cl)cc1)NCC1CCCO1 (stereo unspecified),-2,9,1,5,3,-2.3,-32,10,5
CC(NC(=O)CSC(=S)N(C)C)C12CC3CC(CC(C3)C1)C2 (stereo unspecified),-7,3,29,-12,-6,0.1,13,1,9
CCCCCNC(=O)c1ccc2c(=O)n(CC3CCCO3)c(=O)[nH]c2c1 (stereo unspecified),1,-7,-48,6,2,0.1,5,11,7
Cc1nc2ccc(S(=O)(=O)NC(C(=O)Nc3nc4ccc(Cl)cc4s3)C(C)C)cc2s1 (stereo unspecified),30*,-4,18,-37,-1,3.0,24,-6,6
O=C1c2ccccc2-c2onc3c(Oc4ccccc4)cc(O)c1c23,-6,0,-5,-2,0,0.5,11,7[fluorescence artefact?],·
Cc1cc(N2CCN(C)CC2)nc2ccc(NC(=S)NCCCN3CCc4ccccc4C3)cc12,-12,12,-76,-27,-2,-0.3,-18,-1,8
N#CC(C#N)=C(Nc1ccccc1)c1ccccc1,11,-1,28,-11,2,1.1,23,0,5
Cn1ncc2c(Nc3ccccc3Cl)nc(Cl)nc21,-14,·,18,6,1,0.5,-14,-1,7
CCOc1ccc(/C(O)=C2\C(=O)C(=O)N(CCN(C)C)C2c2cccc(OC)c2OC)cc1Cl (stereo unspecified),-10,2,11,-15,-1,0.4,5,2,15
COc1ccc(OC)c(S(=O)(=O)Nc2ccc3oc4c(c3c2)C(=O)CCC4)c1,-19,13,-11,7,-5,-2.1,-49,-2,6
Cc1c(-c2nnnn2-c2ccc(F)cc2)cnc2cc3c(cc12)OCO3,3,2,-25,8,1,3.1,11,2,14
Sc1oc(-c2ccccc2)cc1C=Nc1ccccc1,11,-3,1,-4,4,0.5,14,0,5
C=CCNCCCCOc1ccc(OCc2ccccc2)cc1,-21,17,-40,-10,-5,-0.2,-11,6,2
CC(=O)N=c1sc2ccccc2n1C,3,1,47,-4,4,1.8,9,2,16
CCOC(=O)c1ccc(NC(=S)N(CCCN2CCN(C)CC2)Cc2cccs2)cc1,17,-3,-30,2,-1,-1.6,0,2,1
O=C(O)c1sccc1Oc1ccc(F)cc1[N+](=O)[O-],-5,4,18,3,-4,0.2,-9,4,·
CC1(C)CC(=O)C(Br)=C(O)C1,14,2,24,12,0,0.0,13,-7,7
CCC(CC)NC(=O)c1cc2c(C)nn(Cc3ccccc3Cl)c2s1,-7,4,2,0,-1,-0.9,-8,5,13
O=C(Nc1ccccc1N1CCN(C(=O)c2ccccc2)CC1)c1cccc(Cl)c1,-18,·,11,-2,0,0.7,-18,-8,2
CCOC(=O)C(NCc1ccco1)(NC(=O)c1ccccc1)C(F)(F)F (stereo unspecified),-6,2,4,2,1,0.7,-15,-7[fluorescence artefact?],15
CC(=O)c1cc(C(=O)Nc2ccc(C(=O)O)cc2)oc1C,-13,-5,8,-6,2,-1.1,2,7,9
CCOC(=O)CC1=C(C(=O)OCC)C(c2ccc(OC)c(OC)c2)C(C#N)=C(N)O1 (stereo unspecified),0,1,5,1,-1,0.9,-12,11,2
Nn1c(SCC(=O)NCc2ccccc2)nncc1=O,9,-1,-9,-3,5,1.0,-19,-1[fluorescence artefact?],12
CS(=O)c1ccccc1COC(=O)Nc1cccc(Cl)c1 (stereo unspecified),-18,-1,-11,3,2,-0.6,-16,-4[fluorescence artefact?],2
COc1ccccc1Nc1nc(-c2c(C)[nH]c3ccccc23)cs1,0,3,11,10,3,-0.1,14,7[fluorescence artefact?],9

# The list is partial, so the mix of outcomes need not match the whole.
